Assay outcomes: PubChem BioAssay, Sanford-Burnham Center for Chemical Genomics
hIAP block – human IAP inhibition; P09923; purified IAP, CDP-Star luminescence, 30 min; inhibition, % at 10 µM; 330,000 tested, 0.12% active; AID 2544;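 active = inhibition reaching a set limit with compound at 10 µM in the primary screen, cut at about 35% in these data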;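 note: plate controls were DMSO wells with enzyme for no effect and no-enzyme buffer wells for full effect; values of inactives mirror those of a sister screen read the other way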
Target sequence (P09923 whole entry, looked up): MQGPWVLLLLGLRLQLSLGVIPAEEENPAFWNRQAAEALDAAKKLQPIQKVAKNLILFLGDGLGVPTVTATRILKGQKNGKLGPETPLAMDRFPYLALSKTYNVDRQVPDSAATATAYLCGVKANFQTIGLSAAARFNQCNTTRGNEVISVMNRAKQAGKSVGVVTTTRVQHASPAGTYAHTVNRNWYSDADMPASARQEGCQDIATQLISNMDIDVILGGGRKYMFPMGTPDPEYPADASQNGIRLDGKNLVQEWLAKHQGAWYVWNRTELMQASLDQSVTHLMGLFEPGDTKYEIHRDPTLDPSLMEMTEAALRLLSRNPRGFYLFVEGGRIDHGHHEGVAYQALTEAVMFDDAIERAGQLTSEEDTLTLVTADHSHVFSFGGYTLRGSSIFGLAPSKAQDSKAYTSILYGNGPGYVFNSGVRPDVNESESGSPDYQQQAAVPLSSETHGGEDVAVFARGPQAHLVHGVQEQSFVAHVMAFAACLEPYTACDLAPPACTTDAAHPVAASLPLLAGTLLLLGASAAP
mIAP block – blocks mouse intestinal alkaline phosphatase; purified mouse IAP, CDP-Star luminescence, 30 min; inhibition, % at 10 µM; 330,000 tested, 0.2% active; AID 2806;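 active = inhibition of at least 40% at 10 µM in the primary screen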;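 note: plate controls were DMSO with enzyme for no effect and no enzyme wells for full effect; values of inactives mirror those of a sister screen read the other way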
beta cell repl – inducers of beta-cell replication in MIN6 cells. MIN6 cells proliferation, ATPlite luminescence, 48 h; cells starved in 0.2% serum; 100% = growth in 10% serum. proliferation, % at 10 µM. 330,000 tested, 0.29% active. AID 2380;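 active = compounds whose signal lies at least 3.5 SD above the mean of all wells on their plate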;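 note: 0% = DMSO-treated cells in low-serum medium and 100% = 10% serum control; some compounds called inactive have numbers as strong as hits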
NALP3 yeast inh – blocks the NALP3 inflammasome reconstituted in yeast; Yeast reconstituted NLRP3/ASC/caspase-1, beta-gal luminescence, 24 h; AID 2825; inhibition, % at 10 µM; 330,000 tested, 0.39% active;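 active = inhibition of 50% or more; inactive = inhibition below 50%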;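 note: plate controls were induced DMSO wells for no effect and uninduced yeast grown without galactose for full effect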
APOBEC3G inh – APOBEC3G (human) deaminase inhibition; Q9HC16; recombinant A3G, ssDNA deamination FAM/TAMRA fluorescence; inhibition, % at 20 µM; 330,000 tested, 0.28% active;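 active = inhibition of at least 40% at 20 µM, with no more than 30% in the related APOBEC3A deaminase screen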;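 note: plate controls were DMSO wells with A3G for no effect and wells lacking A3G enzyme for full effect; some compounds called inactive have numbers as strong as hits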
Target sequence (Q9HC16 whole entry, looked up): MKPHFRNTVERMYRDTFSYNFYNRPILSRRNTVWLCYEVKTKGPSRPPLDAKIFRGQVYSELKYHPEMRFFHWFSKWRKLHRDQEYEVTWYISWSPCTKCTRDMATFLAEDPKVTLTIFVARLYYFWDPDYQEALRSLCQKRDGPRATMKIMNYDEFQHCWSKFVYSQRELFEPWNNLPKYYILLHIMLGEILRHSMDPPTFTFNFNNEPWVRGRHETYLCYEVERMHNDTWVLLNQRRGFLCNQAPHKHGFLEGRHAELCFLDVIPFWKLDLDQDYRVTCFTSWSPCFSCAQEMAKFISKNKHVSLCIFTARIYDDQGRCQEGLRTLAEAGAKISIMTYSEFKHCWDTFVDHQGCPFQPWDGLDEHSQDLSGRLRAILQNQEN
tim10-1 inh – tim10-1 yeast growth inhibition | S. cerevisiae tim10-1 ts strain growth, BacTiter-Glo, 24 h | inhibition, % at 20 µM | 330,000 tested, 2.2% active;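 active = inhibition of at least 40%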;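 note: mutant grown at 25 °C; 0% = DMSO wells with yeast and 100% = wells holding no yeast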
A3A deaminase – human APOBEC3A DNA deaminase inhibition. P31941. recombinant A3A, FAM/TAMRA ssDNA deamination fluorescence. inhibition, % at 20 µM. 330,000 tested, 0.41% active. AID 493011;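 active = at least 40% inhibition at 20 µM here, with at most 30% in a related deaminase screen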;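 note: plate controls were A3A with DMSO for no effect and wells lacking A3A enzyme for full effect; some results filed as inactive read as strong as hits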
mIAP activ – increases mouse intestinal alkaline phosphatase activity. muIAP, CDP-Star luminescence, 30 min; active compounds read high; 1 = vehicle-only enzyme signal, 0 = enzyme-free wells. activation factor at 10 µM. 330,000 tested, 0.24% active;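 active = activation factor of at least 2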; note: the source names both 10 and 20 µM as test concentration; values of inactives mirror those of a sister screen read the other way
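Assay system: mouse IAP enzyme; Reagent: CDP-Star chemiluminescent phosphatase substrate; Compound: DMSO-dissolved test compounds; Incubation: 30 min, room temperature; Technique: luminescence from enzymatic CDP-Star hydrolysis; Controls: DMSO-only wells and no-enzyme negative control.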
TIM10 inh – growth inhibitors of TIM10 yeast strain; 330,000 tested, 1.4% active; S. cerevisiae TIM10 strain growth, BacTiter-Glo luminescence, 24 h; AID 463195; inhibition, % at 10 µM;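 active = inhibition of 40% or more at the single tested concentration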;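 note: wild-type TIM10 isogenic control strain grown at permissive 25 °C; 0% = DMSO yeast wells and 100% = minimal medium wells without yeast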
An asterisk follows results filed as active. Rows were taken by chance; about 4.6% have a hit in one of these screens.

SMILES	hIAP block	mIAP block	beta cell repl	NALP3 yeast inh	APOBEC3G inh	tim10-1 inh	A3A deaminase	mIAP activ	TIM10 inh
COc1ccc([C@H]2CC(=O)C=C(c3ccc4ccn(C)c4c3)C2)cc1	-12	-12	-5	24	-8	18	-3	1.1	13
CCOC(=O)N1CCC(NC(=O)C2=C(C)C(=O)OC23CCC(C)CC3)CC1 (stereo not drawn)	-4	-2	-1	4	-8	-2	1	1	-3
CCN(CC(=O)NCc1cccs1)C(=O)/C=C/c1cccc(OC)c1OC	-10	2	0	17	-13	-11	-4	0.98	-4
Cc1cc(C(=O)CSc2nn3c(=O)c(C(C)(C)C)nnc3s2)c(C)n1C1CC1	2	18	-3	3	-5	11	1	0.82	7
O=C(NNC(=O)C1CCN(S(=O)(=O)c2c(Cl)cccc2Cl)CC1)c1ccccc1O	-41	21	-2	7	-10	0	-5	0.79	-25
O=C1C2C(C(=O)N1CC1CCCO1)C1C=CC2C12CC2 (stereo not drawn)	-9	-5	-1	-2	-7	0	-4	1.1	-10
CCCCCC(=O)N(CN1C(=O)CCC1=O)c1ccccc1	-2	-6	-3	15	-1	19	2	1.1	-3
CN1CCN(c2ccc(NC(=O)C(C)(c3ccccc3)c3ccccc3)cc2)CC1	4	4	-3	13	-4	10	-4	0.96	-18
COc1cccc(C2(c3cccc(OC)c3)CC2C(=O)Nc2ccccc2Cl)c1 (stereo not drawn)	6	-8	-3	7	-4	11	-3	1.1	17
O=C(CSc1nnc(-c2ccc(C(F)(F)F)cn2)o1)Nc1ccccc1Cl	-10	-1	4	11	-2	-4	2	1	-14
Cc1ccc(S(=O)(=O)N2CCN3CCCC3C2)cc1 (stereo not drawn)	9	2	0	1	-2	-12	0	0.98	3
COc1ccc(S(=O)(=O)NCCS(=O)(=O)N2CCN(c3ccccc3)CC2)cc1	-23	1	-1	17	-5	14	0	0.99	12
CCc1cccc(NC(=O)C2CCCN2C(=O)Nc2ccc(C)cc2)c1 (stereo not drawn)	2	0	1	18	-5	0	0	1	-1
CCOC(=O)Cc1c(C)nc2c(-c3ccccc3)c(C)nn2c1C	-4	1	1	1	-2	2	-3	0.99	1
c1cncc(CSc2ccc(-c3ccc4c(c3)OCO4)nn2)c1	-4	2	-4	-42	-6	15	-4	0.98	7
O=c1cnnc(SCc2ccc([N+](=O)[O-])cc2)[nH]1	-22	9	-4	-25	-8	12	-4	0.91	11
COc1cc(C(F)(F)F)ccc1C(=O)NCCc1ccco1	-14	6	-5	19	-3	26	-1	0.94	2
Cc1cccc(OCC(=O)Nc2nnc(S(=O)(=O)N3CCCCC3)s2)c1	-10	7	0	0	-1	8	-2	0.93	-3
COc1ccc(NC(=O)C(C)Sc2ccccc2)cc1 (stereo not drawn)	-10	-3	0	31	5	-6	27	1	-9
Cc1ccccc1OCC(=O)NCC(=O)OCC(=O)c1ccc2ccccc2c1	6	-4	-2	-1	-4	18	-2	1	12
Cc1nc2c(c(=O)c3ccccc3n2C)c(=O)n1-c1ccc(F)cc1	-47	-4	5	6	-6	-7	-2	1	5
CSc1c(-c2ccccc2)nc2ccccc2c1C(=O)O	10	4	-1	3	-2	2	-1	0.96	-16
O=C(NCc1cccc(Cl)c1)c1ccc(CS(=O)Cc2ccccc2Cl)o1 (stereo not drawn)	-18	2	0	15	-7	14	-5	0.98	-4
COc1ccc([N+](=O)[O-])cc1NC(=O)N(C)Cc1ccco1	15	2	-3	0	-7	21	-5	0.98	15
CCN1C/C(=C/c2cccs2)c2nc3ccccc3c(C(=O)O)c2C1	4	4	-1	18	-2	-10	0	0.96	6
Cc1ccc(NC2=NCC(=O)N2Cc2cccs2)cc1C	-19	3	1	-45	-8	23	-5	0.97	15
O=C(C(=O)N1CCCC1)c1c(-c2ccccc2)[nH]c2ccccc12	4	-4	-1	1	-5	10	3	1	21
Cc1ccc(S(=O)(=O)N2CCCCC2)cc1C(=O)NCc1ccccn1	-4	0	0	4	-5	1	-1	1	-13
COc1ccccc1NC(=O)c1oc2ccc(C)cc2c1C	-23	3	-3	28	7	13	3	0.97	14
O=C(CCCN1C(=O)[C@H]2CC=CC[C@H]2C1=O)NCc1nc(-c2ccc(Cl)cc2)no1	-12	1	-2	7	-4	32	-3	0.99	9

2 neighbouring entries out of the list so far, for reference:
SMILES	hIAP block	mIAP block	beta cell repl	NALP3 yeast inh	APOBEC3G inh	tim10-1 inh	A3A deaminase	mIAP activ	TIM10 inh
CCN1C/C(=C/c2cccs2)c2nc3ccccc3c(C(=O)O)c2C1	4	4	-1	18	-2	-10	0	0.96	6
Cc1ccc(NC2=NCC(=O)N2Cc2cccs2)cc1C	-19	3	1	-45	-8	23	-5	0.97	15

Further compounds:
SMILES	hIAP block	mIAP block	beta cell repl	NALP3 yeast inh	APOBEC3G inh	tim10-1 inh	A3A deaminase	mIAP activ	TIM10 inh
CC1=CC(c2ccccc2)n2nc(N3C(=O)CCC3=O)nc2N1 (stereo not drawn)	-10	21	0	-6	-1	6	2	0.79	-7
Cc1cc(S(=O)(=O)NC2CCCCC2)ccc1OCC(=O)NCc1cccnc1	19	2	3	-4	-2	4	0	0.98	4
CC1(C)Cc2nc3sc4c(=O)[nH]cnc4c3cc2CS1	-20	14	-3	10	3	33	-4	0.86	14
Cc1[nH]cnc1CSCCN	-15	8	-1	58*	0	2	-3	0.92	10
COCCN1Cc2cc3cc(C)ccc3nc2SC1=Nc1ccc(OC)cc1	-2	16	0	14	-6	9	1	0.84	10
CN=c1scc(-c2ccco2)n1/N=C/c1ccc(O)c(O)c1	35*	55*	-5	16	-3	-24	0	0.45	-3
CCN(CC)C(=O)CSc1ncnc2c(-c3cccs3)nsc12	9	21	1	31	54*	22	26	0.79	6
Cc1cc(=O)n(C)c(=O)n1CCCCCN1CCCC1	3	-3	-2	17	8	11	3	1	-3
O=C(Cc1cccc2ccccc12)NC(NC(=S)Nc1ccccc1Cl)C(Cl)(Cl)Cl (stereo not drawn)	8	7	0	29	3	0	1	0.93	13
COc1ccc(N(CC(=O)N2CCCC(C)C2)S(=O)(=O)c2c(C)nn(C)c2C)cc1 (stereo not drawn)	2	-7	-1	0	-12	5	-3	1.1	12
CC(C)Nc1nc(Cl)nc(N(C#N)CN2C(=O)c3ccccc3S2(=O)=O)n1	-5	-7	0	5	-1	13	8	1.1	-1
O=C(C[n+]1ccccc1)c1ccc(NC(=O)c2ccccc2)cc1	-19	0	-3	7	15	16	19	1	10
CC(=O)Nc1ccc(S(=O)(=O)Nc2nc(C)nc3sc4c(c23)CCC4)cc1	5	9	-2	5	-6	8	3	0.91	2
COc1ccc(CCNC(=O)CN2CCN(c3cccc(C(F)(F)F)c3)CC2)cc1	2	5	-2	13	5	14	3	0.95	26
Cc1ccc(S(=O)(=O)NNC(=O)CCC(=O)Nc2ccccc2Cl)cc1	-13	16	-1	3	0	18	0	0.84	9
CN(C)CCCNC1CS(=O)(=O)CC1O (stereo not drawn)	-1	-3	-3	-6	-1	6	3	1	4
O=C(O)CC(NS(=O)(=O)c1cccc2nsnc12)c1ccc(F)cc1 (stereo not drawn)	-4	1	-2	5	-3	-4	0	0.99	1
CC1(c2nnc(-c3ccccc3)o2)CC(c2cccnc2)=NO1 (stereo not drawn)	14	1	2	7	-10	-22	-5	0.99	-16
N/C(=N\OC(=O)COc1cc(Cl)c(Cl)cc1Cl)c1ccncc1	26	9	-5	1	-4	9	0	0.91	10
Cc1ccc(Cn2ncc3c(N4CCN(c5ccccc5C)CC4)ncnc32)cc1	1	2	-6	19	-7	33	-2	0.98	27
CCCN1CCC(NC(=O)Cc2ccc(C)cc2)CC1	-6	-1	-3	12	-9	-6	-1	1	-2
Cc1nn(Cc2ccc(F)cc2Cl)c(C)c1[N+](=O)[O-]	13	-10	0	-1	-4	12	-1	1.1	20
COc1ccc2[nH]c(=O)c(CN(C(=O)c3cccnc3)c3ccccc3C)cc2c1	-9	4	-1	-9	-6	-9	1	0.96	-18
COCCCNC(=O)CNC(=S)N(Cc1cc(OC)c(OC)c(OC)c1)C1CCCC1	8	-6	0	8	0	4	0	1.1	12
CN(Cc1ccccc1)S(=O)(=O)c1csc(C(N)=O)c1	-2	-3	4	-6	-5	-25	-1	1	-4
O=C(CSc1ccc2nnc(-c3ccncc3)n2n1)Nc1ccc2c(c1)OCCO2	-4	5	-4	8	6	19	3	0.95	-6
O=C(CCN1CCCO1)N1CCCC(N2CCN(c3cccc(C(F)(F)F)c3)CC2)C1 (stereo not drawn)	-7	5	-1	4	-3	0	1	0.95	5
CC(=O)Nc1ccc(NC(=O)CSc2ccc(-c3sc(C)nc3C)nn2)cc1	-15	8	3	5	-5	-8	-4	0.92	6
COc1cccc2cc(C(=O)Nc3cccnc3N3CCOCC3)c(=O)oc12	-4	8	-2	9	-5	21	-5	0.92	21
COc1ccc(C(=O)N2CC3(CC(c4cccc(NC(=O)COc5ccc(Cl)cc5)c4)=NO3)C[C@@H]2C(N)=O)cc1 (stereo partly drawn)	8	-19	-4	13	-4	9	-1	1.2	-3
Cc1ccc(NC(=O)C2CCCO2)cc1[N+](=O)[O-] (stereo not drawn)	9	-5	0	3	0	7	1	1	0
Cc1ccc(C(=O)N2CCCC2)cc1S(=O)(=O)N1CCOCC1	13	10	2	9	-6	-1	0	0.9	-1
COc1ccc(C)cc1Nc1n[n+](C)c(-c2c3ccccc3cc3ccccc23)s1	12	9	-6	13	-4	29	-3	0.91	12
Cc1ccc2oc(C(=O)N(C)CCC(O)c3ccccc3)c(C)c2c1 (stereo not drawn)	4	2	1	11	-10	0	-5	0.98	-10
O=S(=O)(/N=C(/Nc1nccs1)c1ccc(F)cc1)c1ccccc1	4	7	2	4	-1	5	0	0.93	2
NC(=O)CNC(=O)c1ccc(Cl)cc1	-15	7	-1	-2	-8	-7	-2	0.93	-1
O=C(O)c1cc2cc(Cl)cc(Cl)c2oc1=O	-7	13	1	5	-1	19	0	0.87	10
COc1ccc(NC(=O)CN(C)CC(=O)Nc2ccccc2SC)cc1	-7	4	0	3	-6	5	-3	0.96	3
CCOc1cc(N2CCOCC2)c(OCC)cc1NC(=O)COC(=O)CCOc1ccc(C(C)(C)C)cc1	5	0	2	21	-2	5	3	1	4
COc1ccc(OCC(=O)Nc2ccc(N3CCCCC3)cc2)cc1	-24	-6	-4	30	-4	-6	-5	1.1	1
O=C(c1ccc2ccccc2c1)N1CCN(c2ccc(C(F)(F)F)cn2)CC1	8	5	0	1	-1	8	1	0.95	12
CC(C)[C@H](NC(=O)N1CC(=O)Nc2ccccc21)C(=O)N1CCC[C@H]1C(=O)O	6	0	-1	-4	-2	4	-1	1	1
Cc1sc(NC(=O)/C=C/c2ccco2)c(C(=O)OC(C)C)c1C	11	19	-3	4	-5	8	5	0.81	8
COc1ccc(NC(=O)CSc2ccc(-c3sc(C)nc3C)nn2)cc1OC	15	1	0	5	-4	7	-3	0.99	5
O=C(CSc1n[nH]c(-c2cccs2)n1)N1CCOCC1	-15	-8	-2	3	-3	0	0	1.1	-7
O=C(O)C1CC(=O)N(C2CCCCCC2)C1 (stereo not drawn)	7	-2	-3	14	1	13	2	1	6

mIAP block, what is marked active above.
smiles,hIAP block,mIAP block,NALP3 yeast inh,APOBEC3G inh,A3A deaminase,mIAP activ
CN=c1scc(-c2ccco2)n1/N=C/c1ccc(O)c(O)c1,35*,55*,16,-3,0,0.45
